Source: PubChem BioAssay (Broad Institute)
Statin myotox sup: suppressors of statin myotoxicity in C2C12 myotubes, primary screen, cell-based, single point, plate reader; C2C12 myotubes + simvastatin, ATP luminescence, 48 h; scaled: DMSO 0, geranylgeraniol control 100; AID 602340, 2012; actives 0.78% (n = 330,000); rescue of ATP level, % at 7.49 µM;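 active = mean ATP rescue above about 67%, or every replicate alone reaching that limit, limit read from the data, passing the limit was not always enough; inconclusive = no clear call, values can overlap the other calls; inactive = mean under the limit and some replicate under it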;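 note: myotubes were challenged with 10 µM simvastatin during compound exposure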
ERAP1 inh: human ERAP1 aminopeptidase inhibitors, primary screen, biochemical, single point, plate reader; Endoplasmic reticulum aminopeptidase 1 (Homo sapiens), Q9NZ08; recombinant ERAP1, Leu-AMC fluorescence, 60 min; inhibition, % at 10.7 µM; actives 0.15% (n = 340,000);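 active = mean replicate inhibition of at least 30%, or all replicates individually reaching that 30% level; inactive = mean below 30% and not every replicate reaching it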;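 note: 0% = neutral control wells and 100% = L-leucinethiol positive control wells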
PGC1a acetyl inh: inhibitors of PGC1a acetylation signal, primary screen, cell-based, U2OS, AlphaScreen, inhibitor mode | inhibition, % at 15.6 µM | AlphaScreen anti-acetyl-lysine; with virally co-expressed GCN5 acetyltransferase | AID 651687, 2012 | actives 0.17% (n = 350,000);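 active = every replicate shows inhibition of at least 40%; inconclusive = mean inhibition at least 40% but some replicate below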;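 note: 0% = neutral control wells and 100% = positive control wells; some results beyond the cut were filed as inactive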
SIRT5 inh: SIRT5 desuccinylase inhibitors, primary screen, biochemical, fluorescence imaging, single point, set 5. NAD-dependent protein deacylase sirtuin-5, mitochondrial (Homo sapiens), Q9NXA8. Purified SirT5, succinyl-peptide AMC, trypsin-coupled fluorescence. inhibition, % at 15 µM. actives 1.1% (n = 330,000). AID 652115, 2013; in the data active = inhibition above about 15%; inconclusive = no clear call, values can overlap the other calls
Target sequence (Q9NXA8 whole entry, looked up): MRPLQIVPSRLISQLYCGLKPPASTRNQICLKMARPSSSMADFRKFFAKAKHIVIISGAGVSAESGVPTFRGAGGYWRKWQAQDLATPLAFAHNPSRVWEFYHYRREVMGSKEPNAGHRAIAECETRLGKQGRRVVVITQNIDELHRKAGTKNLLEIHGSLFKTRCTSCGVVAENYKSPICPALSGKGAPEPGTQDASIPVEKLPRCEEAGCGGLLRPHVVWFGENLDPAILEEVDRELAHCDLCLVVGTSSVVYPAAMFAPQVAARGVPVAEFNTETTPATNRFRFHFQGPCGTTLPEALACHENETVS
S100A4 inh HTS: inhibitors of S100A4-myosin IIA peptide binding, primary screen, biochemical, fluorescence polarization, TAMRA-MyoIIA peptide; AID 652163, 2013; Protein S100-A4 (Homo sapiens), P26447; actives 0.14% (n = 360,000); inhibition, % at 10.7 µM;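 active = mean inhibition of at least 70% across replicates, with every replicate also reaching that level; inconclusive = mean inhibition reaches 70% but some replicates fall short; inactive = mean inhibition below 70%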
Target sequence (P26447 whole entry, looked up): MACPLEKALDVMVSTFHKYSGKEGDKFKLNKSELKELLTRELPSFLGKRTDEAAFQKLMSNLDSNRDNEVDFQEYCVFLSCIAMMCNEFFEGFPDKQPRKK
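Material: S100A4 monomer protein | Medium: HEPES pH 7.2 with CaCl2, KCl, NaCl, DTT, Triton | Reagent: Labelled myosin peptide probe, 5 nM | Doses: One dose per compound | Times: 5 min incubation before reading | Benchmarks: Neutral control DMSO, positive control TFP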
LGR2 inh: inhibitors of bursicon-induced LGR2 CRE-luciferase signal, primary screen, cell-based, HEK293, CRE-luciferase reporter, bursicon stimulation; actives 0.35% (n = 380,000); bursicon-stimulated, 4 h; AID 720647, 2013; inhibition, % at 9.99 µM;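 active = drop in luminescence signal, shown as inhibition above about 50% in the replicate tests, limit read from the data, passing the limit was not always enough; inconclusive = probably only some replicates passing the limit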;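 note: agonist challenge used bursicon conditioned medium at about half maximal strength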
Cneo AK release: Cryptococcus neoformans cell lysis inducers, primary screen, AK release luminescence, single concentration | AID 651654, 2012 | actives 0.2% (n = 360,000) | lysis activity, % at 15 µM | C. neoformans lysis, adenylate kinase release luminescence, 4 h; normalised: neutral wells 0, clomiphene wells 100;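 active = mean lysis activity across replicates of at least 80%, whatever share of replicates individually reach that level; inactive = mean lysis activity below 80%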
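Material – Cryptococcus neoformans yeast cells · Quantity – 5 × 10^6 yeast cells/mL · Buffer or medium – YPD medium · Compound – single dose · Timing – 4 h static compound exposure, 37 °C, read 1 h post-reagent · Signal – adenylate kinase release luminescence · Read-out basis – lysis from increased AK signal · Benchmarks – Clomiphene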
Xi reactivation: activators of inactive X chromosome reactivation, primary screen, imaging, XiGFP fibroblasts, GFP high-content imaging, set 2; XiGFP mouse fibroblasts, % GFP-positive cells imaging, 3 d; cells co-treated with 5-aza-dC sensitizer; scaled so ellipticine positive control = 100%; activation, % at 7.58 µM; actives 0.055% (n = 360,000); AID 743238, 2013;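 active = mean normalized replicate activation at least 10% and every replicate at or above 10%; inconclusive = only one of the two criteria met; inactive = mean below 10% and not all replicates reach 10%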;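 note: 0% = median of on-plate neutral control wells and 100% = ellipticine 6 µM median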
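System: 68-5-11 XiGFP fibroblast line; Timing: 3 days compound exposure; Compound dosing: one concentration, pinned; Benchmarks: positive control ellipticine, 6 µM final; Buffer or medium: DMEM containing 5-aza-dC.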
* = called active by the depositor; ? = inconclusive; . = no result given; & = joins results of further samples. Some of the compounds tested. The share of hits here may be higher or lower than overall.

Each structure is followed by: Statin myotox sup	ERAP1 inh	PGC1a acetyl inh	SIRT5 inh	S100A4 inh HTS	LGR2 inh	Cneo AK release	Xi reactivation
Cc1cccc(N2C(=O)CC(Sc3ccccc3C(=O)O)C2=O)c1 (configuration not stated)
    .	.	10	.	.	13	0	0.3
COc1cccc(NC(=O)CNC(=O)c2ccccc2)c1
    12	.	-9	.	.	-16	0	.
C=CCNC(=S)N/N=C/c1ccc(C(F)(F)F)cc1
    .	-3	.	-2	-4	-11	.	0.0
CCCCN(C(=O)c1ccc2c(c1)OCCO2)c1c(N)n(CC(C)C)c(=O)[nH]c1=O
    .	11	.	-3	-5	-17	.	0.2
O=C1NC[C@H](Cc2ccccc2)N(CC2CCCCC2)C1=O
    17	3	.	-4	4	5	-1	0.1
CC1(C)CC(NC(=O)c2ccc(Cl)cc2Cl)CC(C)(C)N1
    -1	0	11	-2	4	9	-3	0.0
Cc1ccc(-n2c(SCC(N)=O)nc3c([nH]c4ccccc43)c2=O)cc1
    -27	-5	-2	-3	-6	-2	0	0.3
Cn1ncc(Cl)c1C(=O)N1CCN(C23CC4CC(CC(C4)C2)C3)CC1
    4	-3	-5	-3	-1	-5	-1	0.8
COc1ccc(CN2CCN(Cc3ccc(OC)c(OC)c3OC)CC2)cc1
    -3	5	5	-2	3	19	-1	0.0
CCCCCOC(=O)Nc1nnc(CCC)s1
    0	-1	.	-3	0	-25	3	.
C[C@H]1CN([C@@H](C)CO)S(=O)(=O)c2ccc(-c3cncnc3)cc2O[C@H]1CN(C)C(=O)c1ccc2c(c1)OCO2
    2	0	-4	2	-6	-3	-2	0.1
CCc1nnc(NC(=O)c2cc(-c3ccncc3)nc3ccccc23)s1
    2	4	10	-2	3	7	1	0.0
CCOc1ccc(S(=O)(=O)N2CCC(C(=O)NC3CCCCC3)CC2)cc1
    10	2	.	-4	-5	2	1	0.2
Cc1ccc(/C=N/NC(=O)c2cccnc2)o1
    .	-3	2	5	6	12	.	0.0
N/C(=N\c1nc2ccccc2o1)NC(=O)/C=C/c1ccccc1
    .	-2	.	-1	-2	3	.	0.0
CCOC(=O)[C@]12CCC=C1N(CCC1=CCCCC1)C(=O)[C@H](CC(=O)N1CCCCC1)C2
    .	.	.	-1	-1	10	.	-0.1
C/C(CC(=O)Nc1cccc2c1CCCC2)=N\NC(=O)c1ccccc1N
    -14	.	2	.	.	8	13	.
CCOC(=O)N1CCc2c(sc3c2c(=O)n(Cc2ccccc2)c(=O)n3Cc2ccccc2F)C1
    13	.	4	.	-4	0	-1	0.1
Cc1ccc(S(=O)(=O)N(C)C[C@H]2Oc3ccc(NS(C)(=O)=O)cc3C(=O)N([C@@H](C)CO)C[C@@H]2C)cc1
    .	-2	3	0	-4	-5	-2	-1.3
O=C(C[C@H]1C[C@H]2c3cc(NC(=O)C4CCOCC4)ccc3O[C@H]2[C@@H](CO)O1)NCc1cc(F)ccc1F
    0	4	2	-4	9	15	25	0.1
CN(C)C(=O)C[C@H]1CC[C@@H]2[C@H](COC[C@@H](O)CN2Cc2nccs2)O1
    20	0	-6	-8	6	8	-2	0.0
CCN1CC(=O)Nc2cc(S(=O)(=O)N3CCOCC3)ccc21
    1	.	-3	0	4	-14	2	0.1
C[C@H]1CN([C@@H](C)CO)S(=O)(=O)c2ccc(-c3ccc(C(=O)N(C)C)cc3)cc2O[C@@H]1CN(C)C(=O)C1CCCCC1
    -5	-2	-2	8	5	-6	-1	-1.2
C[C@@H]1CCCCO[C@H](CN(C)Cc2ccc(C(F)(F)F)cc2)[C@@H](C)CN([C@@H](C)CO)C(=O)c2cc(NC(=O)c3ccncc3)ccc2O1
    6	-4	.	16*	-18	8	1	0.5
N#CCC(=O)N/N=C/c1c2ccccc2cc2ccccc12
    5	4	-4	1	-7	-1	0	0.1
COc1ccc(NC(=O)N(C)C[C@H]2Oc3c(NC(=O)C4CC4)cccc3C(=O)N([C@H](C)CO)C[C@H]2C)cc1
    -5	5	5	-7	-5	1	-1	-0.8
Cc1ccc(CNC(=O)c2ccc(N3CCC4(CC3)CC(c3cccc(Br)c3)=NO4)c(NC(=O)c3ccc(Cl)c([N+](=O)[O-])c3)c2)cc1
    -20	6	0	.	-2	6	-1	0.0
Cc1c(C(=O)NNC(=S)Nc2ccc(S(N)(=O)=O)cc2)oc2ccccc12
    3	1	15	2	1	-2	-4	0.2
Cc1ccc(CNc2ccc(CNc3ncn[nH]3)cc2)cc1
    -23	.	6	.	.	-43	0	.
O=C(CSc1ccc(F)cc1)N1CCN(S(=O)(=O)c2ccccc2)CC1
    19	4	-3	2	-3	-28	0	0.0
CC1CN(Cc2ccccc2)c2ccccc2NC1=S (configuration not stated)
    8	0	-12	-5	3	-11	23	0.1
C=C1CCN([C@H](C(=O)NCc2ccc(OC)cc2)C(C)C)S(=O)(=O)c2ccccc21
    7	2	.	-3	-9	-5	-1	0.0
COc1ccc(/C=N/NC(=O)CCC(=O)Nc2ccc(Br)cc2)c(OC)c1
    ?	-6	8	0	-2	1	0	0.1
CS/C(N)=N/C(=S)Nc1cccc(Cl)c1
    .	-7	1	3	-4	.	.	-0.1
CN(C)S(=O)(=O)Nc1ccc(Oc2ccccc2)cc1
    4	-1	7	-3	1	.	3	.
O=C(NC1CCCCC1)C(c1ccncc1)N(C(=O)c1csnn1)c1cccc(F)c1 (configuration not stated)
    -19	-1	.	1	2	22	2	0.3
Cc1nc(N2CCN(C(=O)c3cnccn3)CC2)c2c3c(sc2n1)CC(C(C)(C)C)CC3 (configuration not stated)
    0	-3	6	.	2	-9	-2	0.4
COc1ccccc1N(CC(=O)N1CCC(C(N)=O)CC1)S(=O)(=O)c1ccccc1
    0	-2	.	0	-1	-11	-2	0.1
COc1cc(C)c(S(=O)(=O)NCCCn2ccnc2)cc1C
    1	-1	2	1	-4	5	1	0.0
COc1ccc(S(=O)(=O)N2C[C@@H](O)COC[C@@H]3O[C@H](CC(=O)N[C@@H]4CCN(Cc5ccccc5)C4)CC[C@H]32)cc1
    -50	-5	-5	-3	11	-9	0	0.1

Next section.
smiles,Statin myotox sup,ERAP1 inh,PGC1a acetyl inh,SIRT5 inh,S100A4 inh HTS,LGR2 inh,Cneo AK release,Xi reactivation
CCN1CCN(C(=O)CCc2nnc(CCc3ccc(OC)cc3)o2)[C@@H](C)C1=O,-5,-2,-3,-1,-2,4,-3,0.0
CC(C)NC(=O)Nc1ccc2c(c1)C(=O)N([C@H](C)CO)C[C@H](C)[C@@H](CN(C)C(=O)Nc1ccc3c(c1)OCO3)OCCCC[C@H](C)O2,.,3,6,-2,12,-1,7,-0.1
N#Cc1ccc(-c2ccc([C@H]3[C@@H](CO)N4C(=O)CN(C(=O)Cc5ccccc5)C[C@@H]34)cc2)cc1,.,1,-10,3,23,4,.,-0.1
O=C(O)CCNc1nc(C(F)(F)F)nc2ccccc12,.,-4,-4,48*,1,.,.,0.0
Cc1noc(C)c1S(=O)(=O)Nc1ccc2c(c1)C(=O)N([C@H](C)CO)C[C@H](C)[C@@H](CN(C)C(=O)NC(C)C)O2,-1,-1&7,2,3&-1,2&-4,-5&6,-3&3,0.0&0.4
CCOC(=O)c1cc(-c2ccc(OC)cc2)nn1-c1ccc(C(=O)O)cc1,9,3,4,8,-3,-3,-3,0.0
C[C@@H]1CN([C@@H](C)CO)C(=O)CCCn2cc(nn2)CO[C@@H]1CN(C)S(=O)(=O)c1ccc(Cl)cc1,4,.,-1,.,.,7,.,0.4
CCN(C[C@@H]1N[C@H](CO)[C@H]1c1ccc(-c2ccc(F)cc2)cc1)C(=O)COC,-9,.,15,2,-5,-4,63,0.2
CC(C)(C)C1CCC(=NNC(=O)c2ccco2)CC1 (configuration not stated),.,-3,.,-3,-8,4,-2,0.1
O=C(CNC(=O)COc1ccccc1)NCCN1CCOCC1,6,5,-16,0,-9,5,1,-0.1
Cc1ccccc1C(=O)Nc1nnc(CC(=O)N/N=C/c2ccco2)s1,.,-2,2,-4,-8,-15,.,0.6
O=[N+]([O-])c1ccc(Nc2ccccc2O)c([N+](=O)[O-])c1,8,2,-7,-1,0,0,0,0.0

Already shown: entries from further up.
smiles,Statin myotox sup,ERAP1 inh,PGC1a acetyl inh,SIRT5 inh,S100A4 inh HTS,LGR2 inh,Cneo AK release,Xi reactivation
CC(C)(C)C1CCC(=NNC(=O)c2ccco2)CC1 (configuration not stated),.,-3,.,-3,-8,4,-2,0.1
O=C(CNC(=O)COc1ccccc1)NCCN1CCOCC1,6,5,-16,0,-9,5,1,-0.1
Cc1ccccc1C(=O)Nc1nnc(CC(=O)N/N=C/c2ccco2)s1,.,-2,2,-4,-8,-15,.,0.6
